Pol eta inh = blocks human DNA polymerase eta activity. recombinant Pol eta, fluorescent DNA replication assay. Potency, µM (top dose mostly 114 µM), inactives show at the top dose activity change, negative = inhibition, usual class: inhibitors. 390,000 tested, 1.2% active. Q9Y253; also: potency is read from the fitted curve at half-maximal effect; % is scaled to controls: 0 for no effect and ±100 for the full control effect
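Pol eta (10 nM) was preincubated with compounds for 15 min at room temperature, after which fluorescent replication substrate (50 nM final) was added to start the reaction. Fluorescence was read kinetically at 0 and 10 min.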
APEX1 inh = inhibitors of human APE1 endonuclease; Potency, µM (series often up to 65.8 µM), without a hit: at the highest dose activity change, negative = inhibition, usual class: inhibitors; 350,000 tested, 0.35% active; P27695; recombinant APE1, TAMRA/BHQ-2 abasic DNA cleavage fluorescence;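 also: potency is read from the fitted curve at half-maximal effect; plate controls were vehicle for no effect and reference inhibitor for full effect; nearly all actives have a fitted effect of over 55% in size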
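APE1 at 0.75 nM preincubated 15 min at room temperature with compound. Reaction then started with 50 nM double-stranded THF-abasic substrate labelled with TAMRA/BHQ-2, and 525/598 nm fluorescence read kinetically. Activity taken as third-minus-first read difference, normalized to DMSO and NSC13755 controls.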
RXFP1 antagonist = blocks the human relaxin receptor RXFP1; Q9HBX9; HEK293-RXFP1, relaxin-stimulated cAMP HTRF, 30 min; active compounds read low; activity change, negative = inhibition, % at 57.5 µM; 350,000 tested, 0.59% active; AID 1259400;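 active = activity change of -60% or lower, but not beyond a set lower limit; inconclusive = change between -60% and -40%, or beyond the set limit; inactive = change above -40%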; also: % is scaled to controls: 0 for no effect and ±100 for the full control effect
BLM helicase inh = inhibitors of human Bloom syndrome helicase BLM; AID 2528; Potency, µM (series often up to 56.1 µM), for inactives: at the highest dose activity change, negative = inhibition, most hits filed as inhibitors; 350,000 tested, 0.2% active; P54132; recombinant BLM DNA unwinding, fluorescence dequenching;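 also: potency is read from the fitted curve at half-maximal effect; plate controls were vehicle for no effect and no enzyme for full effect; nearly all actives have a fitted effect of over 35% in size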
Target sequence (P54132 whole entry, looked up): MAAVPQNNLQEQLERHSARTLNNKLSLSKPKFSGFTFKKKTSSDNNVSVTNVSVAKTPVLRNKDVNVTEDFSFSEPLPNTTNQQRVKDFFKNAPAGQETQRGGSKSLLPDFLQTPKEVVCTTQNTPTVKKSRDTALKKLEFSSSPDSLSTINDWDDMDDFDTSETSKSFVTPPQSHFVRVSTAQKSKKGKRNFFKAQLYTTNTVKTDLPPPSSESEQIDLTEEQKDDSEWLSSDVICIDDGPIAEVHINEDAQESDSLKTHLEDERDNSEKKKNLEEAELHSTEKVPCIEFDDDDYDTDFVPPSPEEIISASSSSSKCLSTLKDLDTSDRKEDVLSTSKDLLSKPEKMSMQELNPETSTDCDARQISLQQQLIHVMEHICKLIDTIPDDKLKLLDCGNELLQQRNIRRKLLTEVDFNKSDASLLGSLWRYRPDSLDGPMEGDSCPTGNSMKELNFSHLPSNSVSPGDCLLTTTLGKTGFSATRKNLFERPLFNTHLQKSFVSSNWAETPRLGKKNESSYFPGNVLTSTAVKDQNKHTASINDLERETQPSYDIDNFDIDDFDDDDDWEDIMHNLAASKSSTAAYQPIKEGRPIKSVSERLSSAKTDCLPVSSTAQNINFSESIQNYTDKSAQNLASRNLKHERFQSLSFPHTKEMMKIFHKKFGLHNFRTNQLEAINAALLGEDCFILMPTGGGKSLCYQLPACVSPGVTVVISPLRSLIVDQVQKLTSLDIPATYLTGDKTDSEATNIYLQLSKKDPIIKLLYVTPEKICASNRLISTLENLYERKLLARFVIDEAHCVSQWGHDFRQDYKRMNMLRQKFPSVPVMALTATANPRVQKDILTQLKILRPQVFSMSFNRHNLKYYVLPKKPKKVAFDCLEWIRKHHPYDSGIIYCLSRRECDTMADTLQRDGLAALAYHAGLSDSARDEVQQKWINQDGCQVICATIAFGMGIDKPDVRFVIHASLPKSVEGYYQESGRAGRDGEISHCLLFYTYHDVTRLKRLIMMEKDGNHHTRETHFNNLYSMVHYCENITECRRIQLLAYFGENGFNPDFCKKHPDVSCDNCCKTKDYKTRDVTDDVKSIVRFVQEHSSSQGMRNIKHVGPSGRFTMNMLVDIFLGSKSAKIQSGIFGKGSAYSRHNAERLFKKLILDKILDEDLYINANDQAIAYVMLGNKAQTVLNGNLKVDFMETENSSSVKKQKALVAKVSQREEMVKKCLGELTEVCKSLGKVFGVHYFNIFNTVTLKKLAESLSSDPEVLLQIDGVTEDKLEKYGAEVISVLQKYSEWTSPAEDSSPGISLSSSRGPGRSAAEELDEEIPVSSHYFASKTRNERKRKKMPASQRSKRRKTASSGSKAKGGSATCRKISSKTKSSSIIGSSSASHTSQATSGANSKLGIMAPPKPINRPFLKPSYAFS
Anesthetic bind = candidate novel general anesthetic via apoferritin binding. 350,000 tested, 0.074% active. AID 485281. Potency, µM (titrated, usually from 77.5 µM), without a hit: at the highest dose activity change, negative = displacement, hits mostly inhibitors. apoferritin/1-aminoanthracene competitive binding, fluorescence; also: potency is read from the fitted curve at half-maximal effect; % is scaled to controls: 0 for no effect and ±100 for the full control effect; nearly all actives have a fitted effect of over 20% in size
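Concentration-response curves derived by four-parameter Hill fitting of normalized fluorescence, where compounds displaced 1-AMA from 10 uM horse apoferritin following a brief 10 min room-temperature incubation; propofol titration acted as positive control.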
Pol beta inh = inhibitors of human DNA polymerase beta; 340,000 tested, 1.3% active; P06746; Pol beta primer extension/strand displacement, fluorescence kinetic; Potency, µM (top dose mostly 114 µM), for the others: top-dose activity change, negative = inhibition, most hits filed as inhibitors; also: potency is read from the fitted curve at half-maximal effect; % is scaled to controls: 0 for no effect and ±100 for the full control effect
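Values derive from four-parameter Hill fits of normalized kinetic data: reads at 0 and 10 min following addition of 50 nM substrate to 10 nM Pol beta preincubated 15 min with compound.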
PGK inhibitor = T. brucei PGK inhibition; Potency, µM (top dose mostly 57.5 µM), for the others: at the top dose activity change, negative = inhibition, usual class: inhibitors; 380,000 tested, 0.043% active; PGK/GAPDH coupled, Kinase-Glo luminescence, 60 min; also: potency is read from the fitted curve at half-maximal effect; % is scaled to controls: 0 for no effect and ±100 for the full control effect; nearly all actives have a fitted effect of over 60% in size
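Recombinant glycosomal PGK reaction used 1,3-bisphosphoglycerate generated in-well by GAPDH (100nM final) in 100mM TEA pH 7.6, 5mM MgCl2, 0.01% Tween-20. After 60 minutes at room temperature, ATP was read by Kinase-Glo Plus luminescence end-point.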
Pol kappa inh = DNA polymerase kappa (human) inhibition. Potency, µM (doses to about 107 µM), without a hit: top-dose activity, negative = inhibition, usual class: inhibitors. AID 588579. Q9UBT6. purified Pol kappa, fluorescent DNA synthesis assay, 10 min. 400,000 tested, 0.53% active; also: potency is read from the fitted curve at half-maximal effect; % is scaled to controls: 0 for no effect and ±100 for the full control effect
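First, compounds were pin-transferred onto 10 nM Pol kappa. After 15 min at room temperature, substrate was added to 50 nM final. Fluorescence was then measured kinetically at 0 and 10 min.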
POLI inh = blocks human DNA polymerase iota activity | 390,000 tested, 1% active | Potency, µM (titrated, usually from 115 µM), inactives show top-dose activity, negative = inhibition, hits mostly inhibitors | Pol iota fluorescent replication assay, 10 min; also: potency is read from the fitted curve at half-maximal effect
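Fluorescent replication assay read twice, at 0 min and 10 min after adding 50 nM (final) substrate. Enzyme (10 nM) and compounds were first incubated 15 min at room temperature; enzyme-free buffer wells were negative controls.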
* marks the source's active call; other numbers are inactive results; i = inactive; ? = inconclusive; nt = no result given; & = joins results of further samples; [ ] = dose if it differs, or a comment. Unless noted, calls follow the shape of the dose curve; as a rule, active = well fitted curve in the direction sought with a large enough effect; inconclusive = small, poorly fitted or top-dose-only effect, or another doubt; inactive = no such curve, though single readings can be large; an effect the other way counts as inactive or inconclusive. An excerpt, so the mix of outcomes need not match the whole.

SMILES	Pol eta inh	APEX1 inh	RXFP1 antagonist	BLM helicase inh	Anesthetic bind	Pol beta inh	PGK inhibitor	Pol kappa inh	POLI inh
CN(C(=O)c1ccccn1)C1(C(=O)NC2CCCCC2)CCCCC1	-8%	2%	-1	-3%	-1%	3%	-5%	0%	17%
O=S(=O)(c1ccccc1Cl)N1CCCC1c1nc(-c2cccc(Cl)c2)no1 (stereo not given)	-6%	?	9	-5%	7%	2%	-1%	-26%	4%
COc1cc(=O)[nH]c(SCC(=O)Nc2nc3c(s2)CCCC3)n1	-14%	26%[12.4 µM]	-7	0%	-11%	1%	i	-5%	160%[activator]
CCc1nnc(NC(=O)c2ccc(OC)cc2)s1	-16%	21%	-3	-7%	-1%	1%	4%	1%	122%[activator]
O=[N+]([O-])c1ccc(Cl)c(S(=O)(=O)/N=C(/c2ccccc2)N2CCOCC2)c1	-16%	-2%	-61*	-2%	-11%	28%	-4%	-14%	2%
Cc1nc(SCC(C)C)[nH]c(=O)c1Cc1ccccc1	-9%	?	-14	-2%	-22%	21%	i	5%	?
CC(C)C1Oc2ccccc2N(CC(=O)N(C)C2CCCCC2)C1=O (stereo not given)	10%	28%	-5	-4%	-11%	-9%	3%	-5%	23%
O=C(O)CCNS(=O)(=O)c1ccc2c(c1)OCCCO2	1%	0%	-1	0%	-1%	5%	-7%	3%	15%
CC(C)c1nc(SCc2ccccn2)c2c(=O)n(C)c(=O)n(C)c2n1	4%	0%	-1	0%	-3%	-2%	-13%	-17%	-9%
CC(=O)Nc1ccc(Cl)cc1C1COC(=O)C1=N (stereo not given)	-12%	-8%	2	-5%	44%[activator]	-12%	-6%	-4%	12%
O=C(CSc1nnc(NC(=O)c2c(F)cccc2F)s1)Nc1ccc(F)cc1	-23%	4%	4	-4%	-3%	?	-3%	-20%	-9%
CCC(C(=O)OCC(=O)Nc1cccc(C(C)=O)c1)c1ccccc1 (stereo not given)	-7%	-1%	0	-4%	?	-28%	3%	-6%	32%[activator]
O=C(Cc1cn2ccsc2n1)OCc1ccccc1	-3%	-6%	1	-4%	-17%	8%	2%	-1%	4%
CCOc1ccccc1NC(=O)CSc1nccn1-c1cccc(C)c1	-15%	nt	nt	-2%	-14%	-23%	-8%	-1%[60.1 µM]	17%
CCn1cc(C(=O)N[C@H](C(=O)NCCCN2CCOCC2)C(C)C)c(=O)c2cc3c(cc21)OCO3	9%	3%	6	1%	-8%	38%[activator]	-16%	2%	9%
COC(=O)COc1ccc(S(=O)(=O)N2CCOCC2)cc1	-10%	17%	-2	-9%	-10%	49%	i	-8%	13%
CCC1S/C(=N/N=C/c2cccs2)NC1=O (stereo not given)	-10%	-6%	1	-1%	-11%	10%	i	-10%	2%
C=C(C)COc1ccc(-c2n[nH]c(C)c2-c2ccccc2)c(O)c1	-18%	-3%	-21	-19%	?	?	-2%	-22%	7%
CCOc1nc(Nc2ccccc2)nc(OCC)n1	1%	4%	3	-1%	-5%	-23%	12%	-6%	2%
CCOC(=O)c1cnc(SCC(=O)Nc2nnc(CC)s2)nc1N	-9%	8%	-17	-2%	-11%	33%	nt	-2%	-6%

An excerpt of these results, with bars between the fields.
structure | Pol eta inh | APEX1 inh | RXFP1 antagonist | BLM helicase inh | Anesthetic bind | Pol beta inh | PGK inhibitor | Pol kappa inh | POLI inh
CCn1cc(C(=O)N[C@H](C(=O)NCCCN2CCOCC2)C(C)C)c(=O)c2cc3c(cc21)OCO3 | 9% | 3% | 6 | 1% | -8% | 38%[activator] | -16% | 2% | 9%
COC(=O)COc1ccc(S(=O)(=O)N2CCOCC2)cc1 | -10% | 17% | -2 | -9% | -10% | 49% | i | -8% | 13%
CCC1S/C(=N/N=C/c2cccs2)NC1=O (stereo not given) | -10% | -6% | 1 | -1% | -11% | 10% | i | -10% | 2%

Continued.
SMILES	Pol eta inh	APEX1 inh	RXFP1 antagonist	BLM helicase inh	Anesthetic bind	Pol beta inh	PGK inhibitor	Pol kappa inh	POLI inh
O=C(Nc1cccc(C(=O)OCc2cc(=O)n3nc(C4CC4)sc3n2)c1)c1cccc(Cl)c1	-19%	nt	-4	-8%	5%	3%	-4%	-9%[60.1 µM]	4%
CN(C)c1ccc(P(=O)(OCc2ccccc2)C(O)c2ccccc2)cc1 (stereo not given)	-20%	2%	6	-2%	-5%	98%	-7%	-4%	72%[activator]
O=C(NCc1ccco1)c1ccc(Cn2c(SCc3ccccc3F)nc3cccnc32)cc1	13%	nt	-5	-4%	-9%	4%	2%	-6%	-5%
O=C(CCCn1c(=O)c2ccccc2n(Cc2cccc(F)c2)c1=O)NCc1ccccc1Cl	-10%	nt	nt	-4%	-13%	-16%	i	-1%	15%
Cc1noc(C)c1NC(=O)Nc1cccc2c1O[C@@H](CN(C)C)[C@@H](C)CN([C@H](C)CO)C2=O	7%	-7%	nt	nt	nt	nt	-4%	-1%	1%
CCC(C)[C@H](NC(=O)NCc1cccc(OC)c1)C(=O)O (stereo not given in full)	-8%	-7%	-2	1%	-14%	17%	-6%	-3%	29%
Cc1cc(C)c(NC(=O)Cn2c(=O)n(Cc3ccc(C(=O)NCc4ccco4)cc3)c(=O)c3sccc32)c(C)c1	?	nt	-8	-25%	-4%	1.1µM*	-9%	?	?
CCN1C[C@@H]2[C@@H]3C(=O)N(Cc4ccccc4)C(=O)[C@@H]3[C@](C)(C1=O)N2C(=O)c1ccc(Cl)cc1	-13%	nt	nt	nt	nt	nt	-6%	-1%	20%
O=C(CN1C(=O)CSc2ccc(S(=O)(=O)N3CCCCC3)cc21)NCc1cccnc1	-14%	2%	-6	5%	-9%	-1%	-1%	-3%[60.1 µM]	-2%
COc1ccccc1NS(=O)(=O)c1cc(NC(=O)c2cc(=O)[nH]c3ccccc23)ccc1N1CCOCC1	-8%	-3%	1	-2%	-8%	1%	i	-8%	-1%
Cc1ccccc1CSc1nnc(-c2ccccn2)n1N	3%	0%	9	-1%	-19%	4%	-8%	-18%	10%
Clc1ccc2oc(SCc3cccnc3)nc2c1	-12%	0%	12	-3%	9%	34%	nt	-7%	-18%
CC(=O)c1c(C)[nH]c(C(=O)OCC(=O)N(C)C)c1C	4%	3%	5	-9%	-4%	-1%	-5%	-7%	23%
CO/N=C(/C(=O)N[C@@H]1C(=O)N2C(C(=O)O)=CCS[C@H]12)c1cnc(N)s1	nt	-14%	nt	1%	-3%	14%	nt	nt	nt
Cc1ccc2c(c1)C(=O)c1ccccc1CS2=O (stereo not given)	9%	4%	nt	-2%	2%	9%	-8%	-8%	3%
Cc1ccc(-n2cnc3cc(C(=O)NC4CCCCCC4)ccc32)c(C)c1	-16%	nt	-27	-10%	1%	0%	-2%	-6%[60.1 µM]	-12%
CCOC(=O)C1CCCN(C2CC(=O)N(c3ccc(C(C)C)cc3)C2=O)C1 (stereo not given)	-6%	4%	12	1%	-3%	11%	-1%	-7%	11%
O=C(N/N=C/c1cccc(OC(=O)c2cccc(Br)c2)c1)c1cccnc1	-13%	4%	-13	-6%	-15%	?	-7%	-4%	0%
O=C(Nc1ccccc1O)c1ccc(NC(=O)C2CC2)cc1	-5%	5%	10	1%	-10%	1%	0%	9%	44%[activator]
COc1ccc(-c2nc(-c3cc4cc(Br)ccc4oc3=O)cs2)cc1	-17%	nt	2	-1%	-1%	?	-24%	2%[60.1 µM]	8%
Cc1ccc(S(=O)(=O)NC2=NCN(CCOC(=O)c3ccc([N+](=O)[O-])cc3)CN2)cc1	-10%	6%	-2	3%	0%	-4%	-3%	-5%	-9%[58.9 µM]
CCOC(=O)c1ccccc1CN1C(=O)c2ccccc2S1(=O)=O	-5%	-12%	-12	-3%	6%	-22%	-2%	-4%	156%[activator]
CC1CC(C)CN(C(=O)CSc2nnc(-c3ccco3)o2)C1 (stereo not given)	-15%	78%[activator]	-6	-1%	-3%	-11%	-5%	-10%	16%
Fc1cccc(C2CCCCN2Cc2nc(C3CC3)no2)c1 (stereo not given)	-22%	0%	-24	-7%	-12%	0%	-5%	7%	18%
O=C(Cc1cc(=O)[nH][nH]1)N/N=C/c1c(Cl)cccc1Cl	-6%&-9%	6%&-3%	-7&-15	2%&2%	-12%&3%	?	-1%&-11%	-26%&-6%	?
Cc1ccc(OCC(=O)Nc2ccc(S(=O)(=O)Nc3ccccn3)cc2)cc1C	-3%	3%	-9	-8%	-16%	-22%	-2%	-3%	20%
Cc1noc(C)c1C(=O)NC(C)c1ccc2c(c1)OCO2 (stereo not given)	-13%	-1%	-12	-2%	-10%	0%	0%	-8%	35%
CCN1CCN(CCC(=O)Nc2cccc(OC)c2)CC1	0%	0%	3	-1%	-7%	11%	-5%	-18%	-58%
S=C(NC1CC2CCC1C2)N1CCN(c2cccc(Cl)c2)CC1 (stereo not given)	-19%	14%	-6	-6%	38%[activator]	24%	-6%	-4%	4%
CN(Cc1ccccc1)C(=O)c1ccc(NC(=O)Cc2cccc(NC(=O)C3CCN(C(=O)C4CCC4)CC3)c2)cc1	-2%	11%	nt	nt	nt	nt	-3%	-8%	-12%
CC(c1ccccc1)C(NC(=O)OCC1c2ccccc2-c2ccccc21)C(=O)O (stereo not given)	-18%	22%	nt	nt	nt	nt	-7%	2%	70%[activator]
CSc1cccc(NC(=O)CSc2ccccc2)c1	-2%	16%	-12	-6%	?	?	i	-2%	?
O=C(N/N=C/c1ccco1)c1cccc(NC(=O)c2ccccc2Cl)c1	-8%	23%	-13	2%	7%	?	-2%	-11%	-24%
COCCNC(=O)Cn1c(=O)n(CCCCCC(=O)NCc2ccc3c(c2)OCO3)c(=O)c2sccc21	-18%	2%	6	-1%&-1%	-4%&9%	2%&0%	18%	-7%	9%
CCOC(=O)CC1COc2ccccc2N1C(=O)c1cccc([N+](=O)[O-])c1 (stereo not given)	-10%	20%	3	-4%	4%	-1%	15%	0%	3%
CCOC(=O)C1=C(CN2CCN(CC)CC2)NC(=O)NC1c1ccc(Cl)cc1 (stereo not given)	-15%	nt	nt	0%	-4%	22%	-7%	-9%	23%

Screening results deposited in PubChem BioAssay by National Center for Advancing Translational Sciences (NCATS).
